FAS TE block – FAS thioesterase domain inhibitors, primary screen, biochemical, fluorescence intensity, uHTS. 0.67% of 360,000 active. inhibition, % at 15 µM. Fatty acid synthase (Homo sapiens), P49327. AID 602261, 2012. recombinant FAS-TE, OMFH fluorogenic substrate, fluorescence endpoint;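 active = compounds whose normalised, plate-corrected inhibition of enzyme fluorescence in the single-dose primary screen is 50% or more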;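 also: 0% = DMSO with enzyme and 100% = substrate without enzyme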
Tb MetRS inh – T. brucei MetRS inhibitors, primary screen, biochemical, luminescence; 0.4% of 360,000 active; inhibition, % at 11.9 µM; purified T. brucei MetRS, ATP depletion, Kinase-Glo luminescence; AID 624268, 2012;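 active = inhibition above a per-plate cutoff of the control wells' mean inhibition plus 3 SD, cut at about 5.5% in these data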;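 also: 0% = DMSO wells median and 100% = median of wells with control inhibitor compound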
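Test system – parasite MetRS enzyme · Reagent – substrates ATP, L-methionine and bulk Escherichia coli tRNA · Doses – 11.9 µM compound single dose, 0.9% DMSO · Times – 15 min enzyme-compound preincubation, 2 h reaction, 10 min detection, 25 °C · Signal – Kinase-Glo luminescence, ATP depletion format · Controls – DMSO-only wells as low control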
MLLE-PAM2 inh – inhibitors of PABP1 MLLE–PAM2 peptide binding, primary screen, biochemical, fluorescence polarization, FITC-PAM2, GST-MLLE. Polyadenylate-binding protein 1 (Homo sapiens), P11940. inhibition, % at 20 µM. 0.36% of 360,000 active. AID 588489, 2011; in the data active = inhibition above about 35%, passing the limit was not always enough;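 also: plate controls were DMSO wells with GST-MLLE for no effect and wells lacking GST-MLLE protein for full effect; some results filed as inactive read as strong as hits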
CendR NRP1 mod – modulators of CendR peptide binding to NRP-1, primary screen, biochemical, fluorescence polarization, uHTS; FAM-RPARPAR peptide binding to NRP-1; inhibition, % at 25 µM; 0.85% of 360,000 active;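 active = inhibition or corrected inhibition above about 18%, plus a signal ratio from 0.5 to 1.5, limit read from the data, passing the limit was not always enough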; also: strong numbers were not always called active
Target sequence (O14786 whole entry, looked up): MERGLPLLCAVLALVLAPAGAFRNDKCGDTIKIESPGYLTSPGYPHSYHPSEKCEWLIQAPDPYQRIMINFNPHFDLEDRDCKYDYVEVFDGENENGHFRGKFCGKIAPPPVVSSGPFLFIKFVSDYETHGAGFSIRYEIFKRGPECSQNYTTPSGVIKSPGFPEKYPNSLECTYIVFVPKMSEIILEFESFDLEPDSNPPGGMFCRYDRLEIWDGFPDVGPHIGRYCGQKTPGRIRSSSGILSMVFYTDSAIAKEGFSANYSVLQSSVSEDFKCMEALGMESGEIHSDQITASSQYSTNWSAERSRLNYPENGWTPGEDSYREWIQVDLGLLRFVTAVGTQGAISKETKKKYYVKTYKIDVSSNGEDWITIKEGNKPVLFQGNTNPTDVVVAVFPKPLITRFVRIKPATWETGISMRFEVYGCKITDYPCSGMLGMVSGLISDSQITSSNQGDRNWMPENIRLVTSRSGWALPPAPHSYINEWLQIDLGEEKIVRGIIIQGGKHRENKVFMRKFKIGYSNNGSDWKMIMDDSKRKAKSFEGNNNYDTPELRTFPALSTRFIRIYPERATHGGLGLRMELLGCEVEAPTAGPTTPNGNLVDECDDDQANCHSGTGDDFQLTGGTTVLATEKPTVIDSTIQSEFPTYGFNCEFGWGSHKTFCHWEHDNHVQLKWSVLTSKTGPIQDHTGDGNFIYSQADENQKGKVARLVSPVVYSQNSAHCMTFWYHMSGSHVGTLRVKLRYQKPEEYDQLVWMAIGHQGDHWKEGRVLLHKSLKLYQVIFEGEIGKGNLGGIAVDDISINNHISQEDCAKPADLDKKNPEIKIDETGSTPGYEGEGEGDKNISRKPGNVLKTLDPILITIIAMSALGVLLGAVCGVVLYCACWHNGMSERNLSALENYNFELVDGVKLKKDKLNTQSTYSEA
MsrA inhibitor – bovine MsrA enzyme inhibitors, primary screen, biochemical, absorbance, HTS; Methionine sulfoxide reductase A (Bos taurus); purified bovine MsrA, absorbance read-out; inhibition, % at 15.5 µM; 0.75% of 360,000 active; AID 651718, 2012; in the data active = inhibition above about 4.5%;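 also: 0% = vehicle wells with enzyme and 100% = reference inhibitor wells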
MT1-MMP act inh – blockers of MT1-MMP proenzyme processing, primary screen, HT1080 RFP-PRO-GFP cells, GFP/RFP fluorescence. GFP/RFP ratio fluorescence, overnight; percent of plate control window, DMSO zero. GFP/RFP ratio change, % at 20 µM. Matrix metalloproteinase-14 (Homo sapiens), P50281. AID 651647, 2012. 0.061% of 360,000 active;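 active = GFP/RFP ratio change of at least 30% with cell ATP level not reduced by more than half and red fluorescence within 50% of control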; also: strong numbers were not always called active
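Assay system – RFP-PRO-GFP reporter HT1080 cells · Compound dosing – single dose of 20 µM compound, 1% DMSO final · Incubation – overnight compound exposure at 37 °C · Measure – GFP/RFP fluorescence ratio · Benchmarks – DMSO wells and RFP-L50D-GFP cells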
MsrA act – bovine MsrA enzyme activators, primary screen, biochemical, absorbance, HTS; Methionine sulfoxide reductase A (Bos taurus); purified bovine MsrA, absorbance read-out; activation, % at 10.6 µM; 0.3% of 360,000 active; AID 602163, 2012; in the data active = activation above about 7.5%;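 also: 0% = vehicle and 100% = reference activator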
E coli Lon inh – inhibitors of E. coli Lon protease, primary screen, biochemical, fluorescence polarization; P0A9M0; purified E. coli Lon protease; inhibition, % at 7.94 µM; 0.42% of 360,000 active; AID 602123, 2011; in the data active = inhibition above about 13%, passing the limit was not always enough;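 also: 0% = enzyme with probe and DMSO and 100% = no enzyme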
SKN-1 block – suppressors of acrylamide-induced Pgst-4::GFP reporter in worms, primary screen, SKN-1 inhibitor project, whole organism, uHTS, GFP/RFP fluorescence ratio, strain VP596; AID 624304, 2012; inhibition, % at 21.8 µM; 0.49% of 360,000 active; C. elegans VP596 Pgst-4::GFP/RFP ratio, 24 h;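 active = interference check ratio from 0.5 to 1.5 plus GFP to RFP signal ratio inhibition reaching or exceeding a fixed threshold, cut at about 30% in these data, passing the limit was not always enough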; also: some compounds called inactive have numbers as strong as hits
* hit, by the source's call. Not a hit list; 4% or so of the library scored in one or more.

For Cc1cc(C)c(OCCCNCc2ccccc2)c(Br)c1 the results were FAS TE block 0, Tb MetRS inh -0.9, MLLE-PAM2 inh -10, CendR NRP1 mod 4, MsrA inhibitor 1.3, MT1-MMP act inh -3, MsrA act -1, E coli Lon inh 1 and SKN-1 block 5.
For CN(C(=O)c1cc2nc(-c3ccco3)cc(C(F)(F)F)n2n1)C1CCCCC1 the results were FAS TE block 13, Tb MetRS inh 0.0, MLLE-PAM2 inh -4, CendR NRP1 mod -2, MsrA inhibitor 0.3, MT1-MMP act inh -10, MsrA act -4, E coli Lon inh -2 and SKN-1 block 13.
Screening O=C(NNS(=O)(=O)c1ccc(F)cc1F)C1Cc2c(ccc3ccccc23)O1 (stereo not given) returned FAS TE block -4, Tb MetRS inh -0.5, MLLE-PAM2 inh -8, CendR NRP1 mod -2, MsrA inhibitor -1.1, MT1-MMP act inh 7, MsrA act 1, E coli Lon inh -3 and SKN-1 block 20.
For CCCNC(=S)Nc1ccc(S(N)(=O)=O)cc1 the results were FAS TE block -2, Tb MetRS inh 0.2, MLLE-PAM2 inh 9, CendR NRP1 mod 3, MsrA inhibitor -1.4, MT1-MMP act inh 4, MsrA act -4, E coli Lon inh -8 and SKN-1 block 2.
Screening O=C(O)C1CCN(c2ccc([N+](=O)[O-])cc2[N+](=O)[O-])CC1 returned FAS TE block 8, Tb MetRS inh 0.2, MLLE-PAM2 inh -8, CendR NRP1 mod 27*, MsrA inhibitor 0.6, MT1-MMP act inh 3, MsrA act -3, E coli Lon inh -7 and SKN-1 block 10.
Screening O=C1C(=O)N(c2ccccc2)c2ccccc21 returned FAS TE block -1, Tb MetRS inh -0.5, MLLE-PAM2 inh -5, CendR NRP1 mod -2, MsrA inhibitor 1.0, MT1-MMP act inh -3, MsrA act -3, E coli Lon inh -3 and SKN-1 block -6.
For OCCNCc1cccc(OCc2ccc(Cl)cc2)c1 the results were FAS TE block 2, Tb MetRS inh 0.0, MLLE-PAM2 inh -9, CendR NRP1 mod 2, MsrA inhibitor -0.8, MT1-MMP act inh 1, MsrA act 1, E coli Lon inh -9 and SKN-1 block -1.
`Cc1cc(C)c(S(=O)(=O)N2C=CC(C(F)(F)F)=NCC2)c(C)c1` gave FAS TE block 3, Tb MetRS inh 0.4, MLLE-PAM2 inh 15, CendR NRP1 mod 4, MsrA inhibitor 4.2, MT1-MMP act inh 11, MsrA act -6, E coli Lon inh -10 and SKN-1 block -6.
`CSc1nnc(C)c(=O)n1COC(=O)c1ccccc1` gave FAS TE block -2, Tb MetRS inh 0.5, MLLE-PAM2 inh 11, CendR NRP1 mod 1, MsrA inhibitor -0.7, MT1-MMP act inh -2, MsrA act -1, E coli Lon inh -3 and SKN-1 block -8.
Screening COc1cc(C(=S)N2CCCC2)ccc1OCc1ccccc1 returned FAS TE block 5, Tb MetRS inh -0.7, MLLE-PAM2 inh -13, CendR NRP1 mod -2, MsrA inhibitor 0.6, MT1-MMP act inh 4, MsrA act 1, E coli Lon inh -10 and SKN-1 block 9.
`COc1ccc(/C=N/N2CCN(c3ccccc3OC)CC2)cc1OC` gave FAS TE block 2, Tb MetRS inh -1.1, MLLE-PAM2 inh 16, CendR NRP1 mod 12, MsrA inhibitor 1.1, MT1-MMP act inh 11, MsrA act -10, E coli Lon inh -6 and SKN-1 block -2.
Screening Cc1cc(OCCN2CCOCC2)nc2ccccc12 returned FAS TE block -6, Tb MetRS inh -1.5, MLLE-PAM2 inh 9, CendR NRP1 mod 0, MsrA inhibitor -1.3, MT1-MMP act inh 4, MsrA act -7, E coli Lon inh 0 and SKN-1 block -19.
Screening COc1cc(NC(=O)COC(=O)c2n[nH]c3ccccc23)c(C)cc1[N+](=O)[O-] returned FAS TE block -2, Tb MetRS inh -0.2, MLLE-PAM2 inh -27, CendR NRP1 mod 1, MsrA inhibitor 1.0, MT1-MMP act inh -7, MsrA act -5, E coli Lon inh 7 and SKN-1 block 3.
CCCC(=O)Nc1cc(=O)[nH]c2ncnn12 was read as FAS TE block -6, Tb MetRS inh -0.9, MLLE-PAM2 inh 16, CendR NRP1 mod -4, MsrA inhibitor -0.9, MT1-MMP act inh -5, MsrA act -1, E coli Lon inh -10 and SKN-1 block 9.
`CSc1sc(C(=O)NN)c2c1C(O)CCC2` (stereo not given) gave FAS TE block -14, Tb MetRS inh -0.2, MLLE-PAM2 inh 11, CendR NRP1 mod 14, MsrA inhibitor 2.2, MT1-MMP act inh 0, MsrA act -3, E coli Lon inh 2 and SKN-1 block 4.
Screening COc1ccc(OC)c(C(C[N+](=O)[O-])c2c(C)cc3ccccn23)c1 (stereo not given) returned FAS TE block 22, Tb MetRS inh 0.5, MLLE-PAM2 inh 8, CendR NRP1 mod 4, MsrA inhibitor 0.8, MT1-MMP act inh -5, MsrA act 1, E coli Lon inh -14 and SKN-1 block -1.
`O=C(O)c1cccc(Cl)n1` gave FAS TE block -6, Tb MetRS inh 1.4, MLLE-PAM2 inh 15, CendR NRP1 mod 10, MsrA inhibitor -0.8, MT1-MMP act inh 4, MsrA act -8, E coli Lon inh 6 and SKN-1 block -12.
Screening Nn1c(SCc2nc3ccccc3[nH]2)nnc1-c1cccnc1 returned FAS TE block -10, Tb MetRS inh -0.1, MLLE-PAM2 inh -1, CendR NRP1 mod -2, MsrA inhibitor 0.2, MT1-MMP act inh 4, MsrA act -1, E coli Lon inh -2 and SKN-1 block -1.
For O=C(NN1C(=O)/C(=C/C=C/c2ccco2)SC1=S)c1ccccc1O the results were FAS TE block 5, Tb MetRS inh 1.6, MLLE-PAM2 inh -78, CendR NRP1 mod -241, MsrA inhibitor 1.5, MT1-MMP act inh 5, MsrA act -6, E coli Lon inh -5 and SKN-1 block 7.
For O=C(NC(=O)N1CCOCC1)c1ccccc1 the results were FAS TE block -7, Tb MetRS inh 0.1, MLLE-PAM2 inh 2, CendR NRP1 mod -9, MsrA inhibitor 1.9, MT1-MMP act inh 3, MsrA act -4, E coli Lon inh 1 and SKN-1 block 4.
CCC(CC)C(=O)OCC(=O)Nc1ccc(S(=O)(=O)N2CCOCC2)cc1OC was read as FAS TE block -1, Tb MetRS inh 0.2, MLLE-PAM2 inh -2, CendR NRP1 mod 1, MsrA inhibitor 0.1, MT1-MMP act inh -3, MsrA act -1, E coli Lon inh -2 and SKN-1 block -18.
`Fc1ccc(CSc2nncn2NCc2ccc3c(c2)OCO3)cc1` gave FAS TE block -4, Tb MetRS inh -0.2, MLLE-PAM2 inh -4, CendR NRP1 mod -2, MsrA inhibitor 1.4, MT1-MMP act inh -3, MsrA act -2, E coli Lon inh 1 and SKN-1 block 12.
COCCCNC(=O)C1CCN(c2nc(C)cc(C)n2)CC1 was read as FAS TE block -5, Tb MetRS inh 0.3, MLLE-PAM2 inh 3, CendR NRP1 mod -10, MsrA inhibitor -0.5, MT1-MMP act inh 2, MsrA act -2, E coli Lon inh -5 and SKN-1 block 18.
For O=C(Nc1nc2c(Cl)cccc2s1)c1ccc(Br)o1 the results were FAS TE block -3, Tb MetRS inh 6.8*, MLLE-PAM2 inh -22, CendR NRP1 mod -38, MsrA inhibitor 2.4, MT1-MMP act inh -23, MsrA act -5, E coli Lon inh -14 and SKN-1 block 3.
Screening Cn1cc(C(=O)N2CCc3ccccc32)cn1 returned FAS TE block 7, Tb MetRS inh 0.0, MLLE-PAM2 inh 16, CendR NRP1 mod -3, MsrA inhibitor 0.4, MT1-MMP act inh 1, MsrA act -4, E coli Lon inh -6 and SKN-1 block -3.
COCCCNC(=O)CN(c1cccc(Cl)c1)S(C)(=O)=O was read as FAS TE block -5, Tb MetRS inh 0.2, MLLE-PAM2 inh -6, CendR NRP1 mod 2, MsrA inhibitor 1.2, MT1-MMP act inh 0, MsrA act 0, E coli Lon inh 6 and SKN-1 block 2.
COCCCNC(=S)N(Cc1ccccc1)Cc1ccc(F)cc1 was read as FAS TE block 8, Tb MetRS inh 1.0, MLLE-PAM2 inh -131, CendR NRP1 mod -11, MsrA inhibitor 0.1, MT1-MMP act inh 3, MsrA act 1, E coli Lon inh -5 and SKN-1 block 2.
For COc1ccccc1C(OC(=O)c1ccco1)C(=O)NC(C)(C)C (stereo not given) the results were FAS TE block -9, Tb MetRS inh -0.9, MLLE-PAM2 inh 6, CendR NRP1 mod 12, MsrA inhibitor 0.0, MT1-MMP act inh 2, MsrA act -2, E coli Lon inh -2 and SKN-1 block 9.
Screening Cc1ccc(S(=O)(=O)N/N=C\c2ccc([N+](=O)[O-])o2)cc1C returned FAS TE block -2, Tb MetRS inh -0.2, MLLE-PAM2 inh 20, CendR NRP1 mod -6, MsrA inhibitor 0.7, MT1-MMP act inh 0, MsrA act 0, E coli Lon inh -5 and SKN-1 block 18.
O=C(Nc1ccc2c(c1)CN(Cc1ccco1)CC2)C1CCCO1 (stereo not given) was read as FAS TE block -3, Tb MetRS inh 0.2, MLLE-PAM2 inh -5, CendR NRP1 mod -12, MsrA inhibitor -0.2, MT1-MMP act inh -6, MsrA act -3, E coli Lon inh -2 and SKN-1 block 37*.
For CCOc1ccccc1NC(=O)Cn1c(C)cc(COC)c(C#N)c1=O the results were FAS TE block -3, Tb MetRS inh 0.0, MLLE-PAM2 inh -2, CendR NRP1 mod -1, MsrA inhibitor 1.6, MT1-MMP act inh -2, MsrA act -2, E coli Lon inh 7 and SKN-1 block -3.

By substructure: those above containing an NH in an aromatic ring.
Screening COc1cc(NC(=O)COC(=O)c2n[nH]c3ccccc23)c(C)cc1[N+](=O)[O-] returned FAS TE block -2, Tb MetRS inh -0.2, MLLE-PAM2 inh -27, CendR NRP1 mod 1, MsrA inhibitor 1.0, MT1-MMP act inh -7, MsrA act -5, E coli Lon inh 7 and SKN-1 block 3.
CCCC(=O)Nc1cc(=O)[nH]c2ncnn12 was read as FAS TE block -6, Tb MetRS inh -0.9, MLLE-PAM2 inh 16, CendR NRP1 mod -4, MsrA inhibitor -0.9, MT1-MMP act inh -5, MsrA act -1, E coli Lon inh -10 and SKN-1 block 9.
Screening Nn1c(SCc2nc3ccccc3[nH]2)nnc1-c1cccnc1 returned FAS TE block -10, Tb MetRS inh -0.1, MLLE-PAM2 inh -1, CendR NRP1 mod -2, MsrA inhibitor 0.2, MT1-MMP act inh 4, MsrA act -1, E coli Lon inh -2 and SKN-1 block -1.

Screening data: PubChem BioAssay, several laboratories
